CatB inh – human cathepsin B inhibitors, primary screen, biochemical, fluorogenic substrate | 63,000 tested, 0.1% active | AID 453, 2006 | P07858 | inhibition, %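 (tested at 10 µM)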 | purified cathepsin B, fluorescence; in the data active = inhibition above about 21%;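 also: 0% = enzyme with no compound and 100% = no enzyme blank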
E coli RNAP – E. coli RNAP inhibitors, biochemical. 62,000 tested, 0.2% active. AID 559, 2006. DNA-directed RNA polymerase subunit beta (Escherichia coli (strain K12)), P0A8V2. inhibition, %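 (tested at 10 µM)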. E. coli RNA polymerase, fluorescence transcription assay; in the data active = inhibition above about 20%;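 also: 0% = enzyme without compound and 100% = no enzyme blank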
Target sequence (P0A8V2 whole entry, looked up): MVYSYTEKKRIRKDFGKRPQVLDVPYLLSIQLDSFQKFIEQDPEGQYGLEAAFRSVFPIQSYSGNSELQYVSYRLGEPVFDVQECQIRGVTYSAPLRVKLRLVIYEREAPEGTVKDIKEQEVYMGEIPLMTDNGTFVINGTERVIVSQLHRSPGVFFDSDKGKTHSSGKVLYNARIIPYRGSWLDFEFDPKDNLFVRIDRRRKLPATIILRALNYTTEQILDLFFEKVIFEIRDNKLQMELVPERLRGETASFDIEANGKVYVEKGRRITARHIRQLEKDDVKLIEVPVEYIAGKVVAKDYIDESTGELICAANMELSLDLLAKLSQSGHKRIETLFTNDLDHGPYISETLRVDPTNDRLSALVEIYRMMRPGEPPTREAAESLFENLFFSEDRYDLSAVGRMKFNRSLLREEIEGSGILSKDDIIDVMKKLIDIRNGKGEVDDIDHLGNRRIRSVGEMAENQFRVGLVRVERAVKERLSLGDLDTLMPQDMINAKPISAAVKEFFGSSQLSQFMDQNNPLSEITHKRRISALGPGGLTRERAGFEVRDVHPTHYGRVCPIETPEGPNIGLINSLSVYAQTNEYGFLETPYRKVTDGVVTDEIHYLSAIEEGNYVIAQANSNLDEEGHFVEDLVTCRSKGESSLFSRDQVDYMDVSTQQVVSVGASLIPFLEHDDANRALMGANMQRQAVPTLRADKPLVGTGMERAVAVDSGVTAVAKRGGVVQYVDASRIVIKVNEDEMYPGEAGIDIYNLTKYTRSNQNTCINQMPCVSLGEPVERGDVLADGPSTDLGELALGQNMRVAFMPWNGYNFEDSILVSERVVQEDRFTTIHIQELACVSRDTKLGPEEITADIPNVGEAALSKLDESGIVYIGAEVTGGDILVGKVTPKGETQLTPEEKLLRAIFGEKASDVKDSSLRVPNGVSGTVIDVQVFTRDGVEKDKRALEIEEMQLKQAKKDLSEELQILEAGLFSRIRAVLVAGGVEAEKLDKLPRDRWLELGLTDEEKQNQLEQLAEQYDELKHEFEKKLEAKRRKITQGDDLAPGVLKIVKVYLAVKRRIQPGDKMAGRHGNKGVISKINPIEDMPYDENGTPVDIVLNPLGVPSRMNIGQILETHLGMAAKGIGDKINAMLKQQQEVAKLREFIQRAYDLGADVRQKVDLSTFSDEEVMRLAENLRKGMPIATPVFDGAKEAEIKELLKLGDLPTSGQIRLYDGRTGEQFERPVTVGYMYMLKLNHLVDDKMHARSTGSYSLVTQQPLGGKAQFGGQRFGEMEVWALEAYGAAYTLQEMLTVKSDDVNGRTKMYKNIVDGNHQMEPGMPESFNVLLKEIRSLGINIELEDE
AP complement – alternative complement pathway inhibitors, primary screen, biochemical, ELISA, human serum, orthogonally pooled compounds. LPS-coated ELISA, C3 deposition; tested in compound mixtures. inhibition, % at 5 µM. 62,000 tested, 0.08% active;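 active = inhibition above 30% in each of the two pooled mixtures holding the compound, so the lower value exceeds 30%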;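 also: 0% = serum in Mg-EGTA without compound and 100% = EDTA serum blank; some compounds past the cut are filed as inactive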
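Test system – human serum alternative complement pathway, C3 deposition on LPS-coated wells · Buffer or medium – diluted human serum in Mg2+-EGTA GVB++ · Compound dosing – 5 µM each compound, pools of ten, 50 µM per pool · Schedule – 1 h serum-compound exposure at 37 °C · Measured by – Anti-C3 ELISA, OD 450 nm · Read-out basis – percent inhibition of C3 deposition onto LPS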
C1s inh – complement C1s protease inhibitors, primary screen, biochemical, 10-compound mixtures; purified C1s, fluorogenic AMC substrate, pooled mixtures; mean inhibition % of two 10-compound mixtures (hits give high values), % at 5 µM (by protocol); AID 538, 2006; 62,000 tested, 0.16% active;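 active = inhibition above 20% in each of the two 10-compound mixture wells holding the compound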;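 also: 0% = enzyme wells lacking compound mixture and 100% = no-enzyme blank wells; some compounds called inactive have numbers as strong as hits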
CatL block – inhibitors of human cathepsin L, biochemical; purified cathepsin L, fluorogenic substrate, fluorescence; inhibition, %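 (tested at 10 µM)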; 58,000 tested, 0.17% active; in the data active = inhibition above about 45%;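 also: 0% = enzyme with no compound and 100% = no enzyme blank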
* marks the source's active call; other numbers are inactive results; x = no result given. Not all compounds are listed (hit frequency here may not be typical).

Start of the listing, in advance, 17 compounds:
SMILES	CatB inh	E coli RNAP	AP complement	C1s inh	CatL block
O=C1C2ON(c3ccccc3)C(c3cccnc3)C2C(=O)N1c1ccc(Cl)c(Cl)c1 (centres undefined)	-2	2	x	x	8
CN1CCN(CC(=O)Nc2nc(-c3ccccc3)cs2)CC1	2	8	x	x	29
CCOC(=O)c1[nH]c2ccccc2c1NC(=O)CN(C)C	5	14	x	x	14
COc1ccccc1-c1nn2c(-c3ccco3)nnc2s1	4	4	x	x	-2
O=C(c1nsnc1-c1ccccc1O)N1CCCCC1	1	-1	x	x	12
Cc1cc(=O)n2[nH]c(N3C(=O)CCC3=O)nc2n1	0	6	x	x	7
Cc1ccc(NC(=O)Cn2nc(C)c3ccccc3c2=O)cc1	5	13	x	x	16
COc1ccc(C(=O)c2sc(NC(C)C)nc2N)cc1OC	3	-6	x	x	14
COc1ccc(C2=Nn3c(nnc3-c3ccccn3)SC2)cc1OC	4	3	x	x	10
CC(C)(C#N)C(C)(C)c1nn[nH]n1	-1	-2	x	x	4
Clc1ccc(-n2ncc3c(NCc4ccco4)ncnc32)cc1	-2	8	x	x	15
CCCCCOC(=O)C(C)c1c(C)[nH]c(=S)[nH]c1=O (centres undefined)	-1	5	x	x	12
COc1cc(C2C3C(=O)N(c4ccccc4)C(=O)C3ON2c2ccccc2)ccc1O (centres undefined)	1	7	x	x	2
CN1CCN(C(=O)CSc2nc(-c3cccs3)ccc2C#N)CC1	-2	-2	x	x	-75
C=CCOc1nc2c(c(=O)n(C)c(=O)n2C)n1Cc1ccc(Cl)cc1	1	10	x	x	39
CC(=O)Oc1oc(-c2ccccc2)nc1/C=N/c1ccccn1	8	12	x	x	14
COc1ccc(/C(O)=C2/C(=O)C(=O)N(CCN3CCOCC3)C2c2ccccn2)cc1 (centres undefined)	3	3	x	x	9

The listing, repeating the preview:
SMILES	CatB inh	E coli RNAP	AP complement	C1s inh	CatL block
O=C1C2ON(c3ccccc3)C(c3cccnc3)C2C(=O)N1c1ccc(Cl)c(Cl)c1 (centres undefined)	-2	2	x	x	8
CN1CCN(CC(=O)Nc2nc(-c3ccccc3)cs2)CC1	2	8	x	x	29
CCOC(=O)c1[nH]c2ccccc2c1NC(=O)CN(C)C	5	14	x	x	14
COc1ccccc1-c1nn2c(-c3ccco3)nnc2s1	4	4	x	x	-2
O=C(c1nsnc1-c1ccccc1O)N1CCCCC1	1	-1	x	x	12
Cc1cc(=O)n2[nH]c(N3C(=O)CCC3=O)nc2n1	0	6	x	x	7
Cc1ccc(NC(=O)Cn2nc(C)c3ccccc3c2=O)cc1	5	13	x	x	16
COc1ccc(C(=O)c2sc(NC(C)C)nc2N)cc1OC	3	-6	x	x	14
COc1ccc(C2=Nn3c(nnc3-c3ccccn3)SC2)cc1OC	4	3	x	x	10
CC(C)(C#N)C(C)(C)c1nn[nH]n1	-1	-2	x	x	4
Clc1ccc(-n2ncc3c(NCc4ccco4)ncnc32)cc1	-2	8	x	x	15
CCCCCOC(=O)C(C)c1c(C)[nH]c(=S)[nH]c1=O (centres undefined)	-1	5	x	x	12
COc1cc(C2C3C(=O)N(c4ccccc4)C(=O)C3ON2c2ccccc2)ccc1O (centres undefined)	1	7	x	x	2
CN1CCN(C(=O)CSc2nc(-c3cccs3)ccc2C#N)CC1	-2	-2	x	x	-75
C=CCOc1nc2c(c(=O)n(C)c(=O)n2C)n1Cc1ccc(Cl)cc1	1	10	x	x	39
CC(=O)Oc1oc(-c2ccccc2)nc1/C=N/c1ccccn1	8	12	x	x	14
COc1ccc(/C(O)=C2/C(=O)C(=O)N(CCN3CCOCC3)C2c2ccccn2)cc1 (centres undefined)	3	3	x	x	9
CCCC(=O)Nn1cnc2c(c1=O)C1(CCCC1)Cc1ccccc1-2	3	-15	x	x	1
CC(NC(=O)OCc1ccccc1)C(=O)OCN1C(=O)c2ccccc2C1=O (centres undefined)	0	6	x	x	1
COCCCNC(=O)c1c(N)n(/N=C/c2cccs2)c2nc3ccccc3nc12	-8	-10	x	x	-193
CCCCc1ccc(NC(=O)CSC2=C(C#N)C(c3ccco3)C3=C(CCCC3=O)N2)cc1 (centres undefined)	3	1	x	x	-8
Cc1ccc(OCC(=O)N(C)CCc2ccccn2)cc1	2	12	x	x	7
COc1ccc(/C(O)=C2/C(=O)C(=O)N(CCCN(C)C)C2c2ccc(C)o2)cc1Cl (centres undefined)	3	5	x	x	3
COc1cc(C)nc(N(C)S(=O)(=O)c2ccccc2Cl)n1	-3	2	x	x	19
CCN(CC)CCN1C(=O)C(=O)/C(=C(/O)c2ccc(C)cc2)C1c1cccnc1 (centres undefined)	2	11	x	x	-10
Next section.
SMILES	CatB inh	E coli RNAP	AP complement	C1s inh	CatL block
COc1cccc(-c2nc(NCc3ccco3)c3ccccc3n2)c1O	2	1	x	x	12
Cc1ccnc(N2CCN(c3cc(C)c(C#N)c4nc5ccccc5n34)CC2)c1	2	3	x	x	-17
CCc1nc(N2CCN(C(=O)c3ccccc3)CC2)c(C#N)c2c1COC(C)(C)C2	1	-6	x	x	6
Cc1ccc(-n2ncc3c(N4CCC(C(N)=O)CC4)ncnc32)c(C)c1	-1	-3	x	x	-2
CCOc1cccc(-c2nnc3sc(-c4ccco4)nn23)c1	-3	7	x	x	17
Cc1ccc(C2CC(C(F)(F)F)n3ncc(C(N)=O)c3N2)cc1 (centres undefined)	3	8	x	x	21
CSc1nc(NC(C)=O)nc(C)c1Cl	0	2	x	x	35
O=C(c1ccccc1F)N1CCC(N2CCCCCC2)CC1	-2	-5	x	x	9
O=c1c2c3c(sc2n2cnnc2n1Cc1ccccc1)CN(Cc1ccccc1)CC3	-1	-2	x	x	16
COc1ccc(/C(O)=C2/C(=O)C(=O)N(CCCN(C)C)C2c2ccccc2)cc1Cl (centres undefined)	6	5	x	x	-1
CC(NC(=O)Nc1ncccn1)(C(F)(F)F)C(F)(F)F	1	-8	x	x	-3
CCCCCCOc1ccc(N2C(=O)CC(N3CCN(C(=O)c4ccco4)CC3)C2=O)cc1 (centres undefined)	2	9	x	x	7
COC(=O)C1=C(C)N=C2SC(C)C(=O)N2C1c1cccc(F)c1 (centres undefined)	8	2	x	x	-1
O=c1c(-c2ccc(Cl)cc2)[n+]([O-])c2ccccc2n1O	-2	5	x	x	-1
CCOC(=O)c1c(NC(=O)CCN2CCOCC2)sc2c1CC(C)(C)OC2	-2	6	x	x	20
COc1cccc(NC(=O)C2CC(=O)n3cnnc3S2)c1 (centres undefined)	1	3	x	x	8
Cc1cc(=O)oc(C)c1C(=O)NC1CC(C)(C)NC(C)(C)C1	5	5	x	x	-1
Cn1c(=O)c2c3c(sc2n2c(SCC(=O)c4ccccc4)nnc12)COC(C)(C)C3	0	-5	x	x	4
CC(C)c1cc(NCCN2CCOCC2)n2c(nc3ccccc32)c1C#N	5	1	x	x	-38
CCN(CC)c1nc(N2CCOCC2)c(C#N)c2c1CN(C)CC2	8	5	x	x	-10
CC(C)OC(=O)CCNc1n[nH]c(=O)[nH]c1=O	2	-5	x	x	2
Cc1ccc(NC(=O)c2cc(N3CCOCC3)nc3ccccc23)cc1	2	5	x	x	-10
C=CCc1cccc(/C=N/n2cnnc2)c1O	1	8	x	x	2
Cn1c(=O)c2c(nc(NCc3ccc4c(c3)OCO4)n2Cc2ccc(F)cc2)n(C)c1=O	1	5	x	x	22
CC1(C)Cc2ccccc2-c2c1c(=O)n(-c1ccccc1)c1nnnn21	2	-8	x	x	15
New compounds follow.
SMILES	CatB inh	E coli RNAP	AP complement	C1s inh	CatL block
COc1cccc(-c2nnc3sc(-c4ccccc4)nn23)c1	-1	4	x	x	2
O=C1CC(c2ccccc2)n2nc(N3C(=O)c4ccccc4C3=O)nc2N1 (centres undefined)	-3	-4	x	x	6
COc1cc2c(C(=O)N3CCN(c4ccccc4)CC3)c(C)oc2cc1Br	-1	-1	x	x	-3
COC(=O)c1ccccc1OCc1cccc(C)n1	0	2	x	x	2
Cc1nnc2n(C3CCCCC3)c(=O)c3c4c(sc3n12)COC(C)(C)C4	5	2	x	x	30
CCN1CCc2c(C#N)c(N3CCCCC3)nc(N3CCOCC3)c2C1	4	5	x	x	-41
NS(=O)(=O)c1ccc(-c2ccc(C=NC3CCS(=O)(=O)C3)o2)cc1 (centres undefined)	3	2	x	x	7
COc1cc(/C=N/n2nnnc2N)ccc1O	-5	-3	x	x	-22
COc1ccccc1N1CCN(C/C=C/c2ccc(N(C)C)cc2)CC1	x	x	25	5	x

Retrieved by structure from above:
SMILES	CatB inh	E coli RNAP	AP complement	C1s inh	CatL block
Cc1nnc2n(C3CCCCC3)c(=O)c3c4c(sc3n12)COC(C)(C)C4	5	2	x	x	30
CCN1CCc2c(C#N)c(N3CCCCC3)nc(N3CCOCC3)c2C1	4	5	x	x	-41
NS(=O)(=O)c1ccc(-c2ccc(C=NC3CCS(=O)(=O)C3)o2)cc1 (centres undefined)	3	2	x	x	7

Compound activity as filed in PubChem.
